HADH2 inh – blocks human hydroxyacyl-CoA dehydrogenase type II; Q99714; recombinant HADH2, NADH fluorescence, beta-hydroxybutyryl-CoA; Potency, µM (doses to about 57.1 µM), without a hit: at the highest dose activity change, negative = inhibition, most hits filed as inhibitors; 73,000 compounds, 3.4% hits; AID 886; further: potency means the concentration at half of the fitted maximal effect; on the % scale 0 is the no-effect control and ±100 the full control effect; nearly all actives have a fitted effect of over 60% in size; many of its hits are not listed in these tables
Target sequence (Q99714 whole entry, looked up, one chain of several): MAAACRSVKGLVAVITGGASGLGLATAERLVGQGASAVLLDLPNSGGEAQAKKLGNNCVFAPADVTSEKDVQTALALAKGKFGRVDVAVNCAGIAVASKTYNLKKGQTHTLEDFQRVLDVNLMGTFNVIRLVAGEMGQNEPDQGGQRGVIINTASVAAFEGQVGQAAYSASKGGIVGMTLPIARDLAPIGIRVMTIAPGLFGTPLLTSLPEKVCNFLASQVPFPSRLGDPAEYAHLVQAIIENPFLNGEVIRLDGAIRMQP
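20 nM HADH2 + cpd, 15 min RT; add 1 mM NAD+/90 uM beta-hydroxybutyryl-CoA; kinetic fluorescence 360/450 nm, 4 min. Tris-HCl pH 9.0, 0.01% Tween-20.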
HBB splice mod – alters splicing of the hemoglobin beta chain | Potency, µM (series often up to 46.1 µM), for inactives: at the highest dose activation, actives largely listed as activators | 65,000 compounds, 0.06% hits | HBB splicing reporter cell assay, activation; EGFP reporter with mutant IVS2-654 intron; response scale: normalised to 500 nM splice-correcting PNA; further: potency means the concentration at half of the fitted maximal effect; 0% is about no effect
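Compounds were applied for 2 days to HeLa EGFP-654 cells, 500/well in Optimem with 2% FCS. The reporter's EGFP is disrupted by mis-splicing of beta-globin intron IVS2-654. Readout: summed well GFP fluorescence from 488 nm laser scanning; reference was 500 nM antisense […] 654 PNA.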
USP2a inh – blocks human ubiquitin-specific protease USP2a. 60,000 compounds, 0.1% hits. USP2a enzymatic assay, qHTS inhibition. Potency, µM (series often up to 38.3 µM), without a hit: top-dose activity change, negative = inhibition, most hits filed as inhibitors. O75604. AID 927;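 further: potency means the concentration at half of the fitted maximal effect; nearly all actives have a fitted effect of over 60% in size; plate controls were DMSO for no effect and NEM full inhibition control for full effect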
Target sequence (O75604 whole entry, looked up): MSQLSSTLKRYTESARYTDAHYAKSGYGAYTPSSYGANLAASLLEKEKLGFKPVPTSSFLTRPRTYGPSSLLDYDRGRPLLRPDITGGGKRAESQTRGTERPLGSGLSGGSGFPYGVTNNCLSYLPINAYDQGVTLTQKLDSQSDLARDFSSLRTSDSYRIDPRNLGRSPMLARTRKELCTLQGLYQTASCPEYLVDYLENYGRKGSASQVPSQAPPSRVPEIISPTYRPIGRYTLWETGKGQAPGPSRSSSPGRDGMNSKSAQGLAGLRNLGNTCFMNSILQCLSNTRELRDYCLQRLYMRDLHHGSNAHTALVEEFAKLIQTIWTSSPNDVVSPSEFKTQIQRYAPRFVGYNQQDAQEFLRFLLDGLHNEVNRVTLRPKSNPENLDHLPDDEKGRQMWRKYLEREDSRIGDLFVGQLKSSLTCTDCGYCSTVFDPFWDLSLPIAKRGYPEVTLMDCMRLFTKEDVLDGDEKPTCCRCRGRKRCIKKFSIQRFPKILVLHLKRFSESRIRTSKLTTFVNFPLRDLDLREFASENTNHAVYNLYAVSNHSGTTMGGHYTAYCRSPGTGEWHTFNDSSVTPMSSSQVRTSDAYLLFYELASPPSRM
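USP2 core (20 nM final) was preincubated with compound for 30 min at RT in 20 mM Tris-HCl pH 8.0, 2 mM CaCl2, 2 mM beta-mercaptoethanol; Ub-PLA2 (20 nM) plus NBD C6-HPC (20 uM) then added, fluorescence read after 2.5 h.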
Ub-GFP proteasome – inhibits proteasome, raising ubiquitin-GFP reporter fluorescence | Potency, µM (top dose mostly 45.9 µM), for inactives: at the highest dose activation (GFP accumulation), most hits filed as activators | Ubiquitin-GFP reporter cells, proteasome inhibition, GFP fluorescence; response scale: untreated = 0%, 10 µM MG-132 = 100% | AID 526 | 67,000 tested, under 10 active; active means well fitted activation curve with a large enough effect, not every such curve was filed as active; inconclusive means small, poorly fitted or top-dose-only effect, or another doubt; inactive means no such curve, though single readings can be large or run the other way; further: potency means the concentration at half of the fitted maximal effect
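Reporter cells (U2OS, ubiquitin-G76V-GFP fusion) are plated overnight, then treated 4 hr at 37 °C with compound titrations from 46 uM down to 2.9 nM. Activity is scaled against untreated cells and 10 uM MG-132.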
Hsp90 Hop PPI – changes Hsp90-Hop TPR2A binding signal, up or down; AlphaScreen TPR2A-His6 binding biotin-Hsp90 C-terminal peptide; Potency, µM (series often up to 57 µM), for inactives: at the highest dose activity change, negative = inhibition; 71,000 compounds, 0.44% hits; AID 595; active means well fitted curve in either direction with a large enough effect; inconclusive means small, poorly fitted or top-dose-only effect, or another doubt; further: potency means the concentration at half of the fitted maximal effect; on the % scale 0 is the no-effect control and ±100 the full control effect; many of its hits are not listed in these tables
CRE Fsk mod – modulators of forskolin-stimulated CRE signaling in CHO cells. CHO CRE-bla reporter (cAMP response element driving beta-lactamase), forskolin EC10, beta-lactamase ratio. AID 662. Potency, µM (titrated, usually from 38.2 µM), inactives show top-dose activity change, negative = inhibition, most hits filed as activators. 71,000 compounds, 2.5% hits; active means well fitted activation curve with a large enough effect in the signal ratio, with a control signal flat, not every such curve was filed as active; inconclusive means small, poorly fitted or top-dose-only effect, or effect the other way, or a change in a side signal; the % refers to the signal ratio; further: potency means the concentration at half of the fitted maximal effect; % of control where 0% means no effect
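AC50 values, positive or negative, reflect shifts in EC10 NKH 477-induced CRE-bla reporter activity in CHO cells. Incubation lasted 3 h at 37 °C before CCF4 substrate (2 h, room temperature) and ratiometric 460/530 nm reading.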
BRCT PPI green – inhibitors of human BRCA1 BRCT-phosphoprotein interaction (green fluorophore); P38398; BRCA1 BRCT-phosphopeptide binding, green fluorescence polarization; Potency, µM (titrated, usually from 76.9 µM), without a hit: top-dose activity change, negative = inhibition, usual class: inhibitors; 75,000 compounds, 0.05% hits; AID 875;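 further: potency means the concentration at half of the fitted maximal effect; plate controls were peptide without protein for full effect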
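Compounds were incubated for 12 min at room temperature with a complex of 100 nM fluorescein-tagged pBACH1 decapeptide and 250 nM His-tagged BRCT protein. Buffer was phosphate pH 7.3 with EDTA, DTT and Tween 20. Disruption of binding lowers the polarization signal.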
Epigenetic mod – epigenetic GFP locus derepression in mouse cells. mouse C127i GFP locus derepression, cytometry, 30 h. AID 597. 68,000 compounds, 0.09% hits. Potency, µM (doses to about 46.1 µM), for the others: top-dose GFP derepression (activation); further: % of control where 0% means no effect
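Murine C127i mammary cells carrying a silenced, stably integrated CMV-driven GFP reporter were treated with compound for 30 hours at 37 C. After PBS washes, GFP-positive cells were counted by laser-scanning microplate cytometry.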
DNA Pol III inh – DNA polymerase III holoenzyme inhibition. reconstituted DNA polymerase III holoenzyme replication, biochemical. Potency, µM (titrated, usually from 57.1 µM), inactives show at the top dose activity change, negative = inhibition. 71,000 compounds, 0.25% hits. AID 603; further: potency means the concentration at half of the fitted maximal effect; on the % scale 0 is the no-effect control and ±100 the full control effect
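Reconstituted *E. coli* holoenzyme (0.35 nM Pol III, 1 nM beta, 154 nM SSB, 2 nM primase) was preincubated with compound for 15 min at RT. Synthesis on 1.4 nM ssM13Gori ran 35 min, then was stopped with PicoGreen/EDTA and read as dsDNA fluorescence.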
BRCT PPI red – disrupts BRCA1 BRCT binding to phosphoprotein, red fluorophore readout; BRCT-phosphopeptide binding, red fluorescence polarization; Potency, µM (highest dose often 76.9 µM), without a hit: at the highest dose activity change, negative = inhibition, hits mostly inhibitors; 75,000 compounds, 0.03% hits; AID 892; further: on the % scale 0 is the no-effect control and ±100 the full control effect
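Rhodamine-labelled pBACH1 10-mer (100 nM) bound to BRCT domain (100 nM) at pH 7.3; compounds incubated 12 min room temperature, polarization read. Free peptide defines full inhibition; unlabelled decapeptide titrated as control.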
ALOX15 inhib – 15-hLO (ALOX15) enzyme inhibition. P16050. purified 15hLO-1, xylenol orange hydroperoxide absorbance. Potency, µM (highest dose often 57.1 µM), inactives show top-dose activity change, negative = inhibition, usual class: inhibitors. 74,000 compounds, 1.4% hits. AID 887; further: potency means the concentration at half of the fitted maximal effect; on the % scale 0 is the no-effect control and ±100 the full control effect; nearly all actives have a fitted effect of over 55% in size
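Hydroperoxide formed from arachidonic acid (50 uM) by purified human 15hLO-1 (40 nM) oxidizes ferrous iron, and the ferric-xylenol orange complex is read at 573 versus 405 nm. Compounds were preincubated 15 min; reaction ran 6 min at room temperature.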
Numbers without * were called inactive; ? = inconclusive; · = no result given; [ ] = another dose, or the depositor's remark. Unless noted, the call rests on the fitted dose curve; in most records, active means well fitted curve in the direction sought with a large enough effect; inconclusive means small, poorly fitted or top-dose-only effect, or another doubt; inactive means no such curve, though single readings can be large; an effect the other way counts as inactive or inconclusive.

SMILES | HADH2 inh | HBB splice mod | USP2a inh | Ub-GFP proteasome | Hsp90 Hop PPI | CRE Fsk mod | BRCT PPI green | Epigenetic mod | DNA Pol III inh | BRCT PPI red | ALOX15 inhib
CCCn1c(=O)c2ccccc2n2c(SCC(=O)c3cc(C)n(CC4CCCO4)c3C)nnc12 (configuration not stated) | 16% | 1.3% | -8% | 27% | 3% | -10% | 0.1% | 1% | -5% | 0.9% | 2%
COc1ccc(Nc2ncnc3c2cnn3Cc2ccccc2)cc1 | 6% | · | -7% | 4% | -22% | ? | 0.4% | -1% | 0% | -1.8% | ?
c1ccc(C(c2ccccc2)N2CCC3(CCNCC3)CC2)cc1 | -1% | 1.9% | 100%[activator] | 6% | -10% | 3% | 0.5% | 0%[9.22 µM] | -3% | -0.9% | 14%
COc1ccc(-c2nnc(SCC(=O)N3CCOCC3)o2)cc1 | 9% | -0.1% | 4% | 0% | 0% | -1% | -0.2% | 0% | -9% | -2.6% | 0%
CCOC(=O)CCc1c(C)c2ccc(OCc3nn[nH]n3)c(C)c2oc1=O | 25µM* | -1.6%[57.5 µM] | 2% | -2% | -3% | -1% | -2.5% | 2% | 1% | 0.1% | 2%
CCOC(=O)N1CCC(N2CC34C=CC(O3)C(C(=O)Nc3ccc(F)cc3)C4C2=O)CC1 (configuration not stated) | -1% | 1.1% | · | -9% | 1% | 1% | -0.8% | 0% | 0% | -0.5% | 1%
O=C(COc1ccc(F)cc1)N(CC1=CCS(=O)(=O)C1)c1ccccc1 | 2% | 0.1% | 9% | 1% | -1% | -3% | 0.1% | -3% | -6% | 1.6% | 2%
COc1ccc(C)cc1-n1nnnc1SCn1nnc2ccccc2c1=O | 6% | 5.8% | 2% | 5% | -1% | 3% | 0.2% | 0% | 1% | 0.3% | -10%
Cn1c(=O)c2cc(S(=O)(=O)N3CCOCC3)ccc2n(C)c1=O | 10% | -0.9% | 2% | -2% | 1% | 0% | -0.8% | -4% | -7% | -4.0% | 14%
O=c1c2[nH]c3ccc(F)cc3c2ncn1C1CCCCC1 | -11% | 0.0%[1.84 µM] | -2% | 24% | 2% | 11% | -2.4% | 3% | -7% | 0.8% | -20%
CC(=NCc1ccco1)C1=C(O)c2ccccc2C1=O | -18% | · | 10% | -1% | -4% | ? | -4.1% | -1% | -5% | -0.3% | 7%
O=C(CSc1nccn1-c1ccccc1)N1CCc2ccccc21 | -15% | -1.0% | 11% | 3% | -19% | -1% | 0.6% | 0% | -6% | 0.5% | 0%
CC(C)N(CCCNC(=O)C1CCN(S(=O)(=O)N2CCOCC2)CC1)Cc1ccccc1 | 2% | 11% | -2% | -3% | 2% | -11% | -1.4% | -1% | 3% | -1.5% | 1%
COCCN1C(=O)c2oc3c(C)cc(C)cc3c(=O)c2C1c1cccc(O)c1 (configuration not stated) | -3% | 5.3%[0.369 µM] | 17% | -4% | -11% | ? | -4.0% | 3% | -2% | -1.3% | 1%
OC(COc1ccccc1Cl)CN1CCN(CC(O)COc2ccccc2Cl)CC1 (configuration not stated) | -7% | -4.3% | 36%[activator] | -6% | -9% | -13% | -1.9% | -2% | -2% | -0.3% | -8%
COc1ccc(C(=O)N2CCC3(CC2)CCN(c2ncccn2)CC3)cc1 | 0% | 1.1% | 42%[activator] | -9% | -3% | -6% | -2.7% | 0%[9.22 µM] | -4% | 1.8% | 4%
COC(=O)NCc1ccc(S(=O)(=O)N2CCOCC2)cc1 | 6% | -1.2% | 3% | -6% | 0% | 1% | 0.0% | 0% | -2% | -1.0% | 17%
CCN1CCN(c2c(Cl)cccc2NC(=O)c2ccco2)CC1 | ? | 0.2% | 1% | 2% | -5% | 12% | -0.3% | 0% | -3% | 0.5% | 7%
CCOc1ccc(CC(=O)Nc2c(C(N)=O)oc3ccccc23)cc1OCC | 8% | 0.7% | 9% | 9% | -2% | ? | -1.0% | -1% | -5% | -0.4% | 1%
COc1cccc(C(=O)Nc2ncc3c(n2)CC(C)(C)CC3=O)c1 | 11% | 0.7%[57.5 µM] | 2% | 1% | -3% | ? | -0.7% | 0% | -8% | 0.0% | 6%

Retrieved by compound from the entries so far:
SMILES | HADH2 inh | HBB splice mod | USP2a inh | Ub-GFP proteasome | Hsp90 Hop PPI | CRE Fsk mod | BRCT PPI green | Epigenetic mod | DNA Pol III inh | BRCT PPI red | ALOX15 inhib
CCOC(=O)N1CCC(N2CC34C=CC(O3)C(C(=O)Nc3ccc(F)cc3)C4C2=O)CC1 (configuration not stated) | -1% | 1.1% | · | -9% | 1% | 1% | -0.8% | 0% | 0% | -0.5% | 1%
O=c1c2[nH]c3ccc(F)cc3c2ncn1C1CCCCC1 | -11% | 0.0%[1.84 µM] | -2% | 24% | 2% | 11% | -2.4% | 3% | -7% | 0.8% | -20%
CCOC(=O)CCc1c(C)c2ccc(OCc3nn[nH]n3)c(C)c2oc1=O | 25µM* | -1.6%[57.5 µM] | 2% | -2% | -3% | -1% | -2.5% | 2% | 1% | 0.1% | 2%

The main list resumes with the 2 entries that preceded the break.
SMILES | HADH2 inh | HBB splice mod | USP2a inh | Ub-GFP proteasome | Hsp90 Hop PPI | CRE Fsk mod | BRCT PPI green | Epigenetic mod | DNA Pol III inh | BRCT PPI red | ALOX15 inhib
CCOc1ccc(CC(=O)Nc2c(C(N)=O)oc3ccccc23)cc1OCC | 8% | 0.7% | 9% | 9% | -2% | ? | -1.0% | -1% | -5% | -0.4% | 1%
COc1cccc(C(=O)Nc2ncc3c(n2)CC(C)(C)CC3=O)c1 | 11% | 0.7%[57.5 µM] | 2% | 1% | -3% | ? | -0.7% | 0% | -8% | 0.0% | 6%
CCc1nc2c(cnn2-c2ccc(Cl)cc2)c(=O)n1-c1ccc2c(c1)OCCO2 | 3% | -1.6% | 11% | -11% | -9% | ? | -0.2% | 0% | 2% | 2.2% | 10%
CC(NS(=O)(=O)c1ccccc1)C(c1cccs1)N1CCN(C)CC1 (configuration not stated) | 9% | 5.1% | -2% | 19% | -1% | -19% | -2.2% | -1% | -8% | 0.3% | 8%
CN1CCN(C(=O)C2CC(=O)N(c3ccc(F)c(Cl)c3)C2)CC1 (configuration not stated) | -3% | -0.4% | · | 0% | 0% | -1% | -0.9% | 0% | 3% | 0.3% | 7%
COCC(C)OC(=O)C(C#N)c1nc2ccccc2nc1N1CCN(Cc2ccccc2)CC1 (configuration not stated) | -4% | 5.4% | 22% | 11% | -7% | ? | -2.0% | 0% | -3% | 0.0% | 12%
CCOc1ccccc1NC(=O)c1ccccc1-c1nc(-c2ccccc2)no1 | 15% | 4.5% | 2% | 9% | -5% | ? | 1.2% | 3% | 4% | -0.3% | -2%
CCCn1c(SCC(=O)N2CCc3ccccc32)nnc1-c1ccncc1 | 0% | · | 56%[activator] | 0% | -5% | 8% | -0.4% | -2% | -5% | 0.3% | 10%
Cc1nc(N2CCN(C(=O)CCC(=O)O)CC2)c2c(C)c(C)sc2n1 | -4% | -0.4%[57.5 µM] | · | 2% | -1% | 17% | -0.5% | -2% | -8% | -3.0% | 9%
COC(=O)C1=C(C)N(c2cc(Cl)cc(Cl)c2)C(=O)C1 | -9% | -1.2%[9.22 µM] | 38%[activator] | 14% | -2% | ? | -1.0% | -2% | 7% | 0.2% | -22%
COc1cccc(-c2nc(CS(=O)CC(=O)NCc3ccccc3Cl)c(C)o2)c1 (configuration not stated) | -25% | -2.0% | · | -11% | -7%[2.3 µM] | -10% | -1.4% | · | -11% | -3.0% | -22%
O=C(O)CC/C=C\C[C@@H]1CO[C@H](c2ccccc2Cl)O[C@@H]1c1ccccc1O | 8% | · | · | 2% | -4% | -9% | 1.7% | 0% | -4% | -3.5% | 16%[25.6 µM]
COc1cc(OC)cc(C(=O)N2CCN(Cc3ccccc3C(F)(F)F)CC2)c1 | 6% | -1.8% | 5% | 4% | 1% | 10% | -4.2% | 0% | -3% | 0.2% | ?

Some of the compounds tested; the hit share may differ from the screen's.
